# TMEM16A act = mouse TMEM16A channel activation, primary screen. HEK293 TMEM16A/YFP-H148Q/I152L, iodide quench fluorescence; hits give low values. B-score at 10 µM. 340,000 tested, 0.3% active;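 active = fluorescence-ratio B-score plate-corrected deviation score at least 3 library SD below zero, with starting fluorescence score within 5 deviations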;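 also: channel opened by trigger with iodide after compound preincubation; score built on the fluorescence ratio of max minus min over baseline; more negative score means more quench and so TMEM16A activation or potentiation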
# Target sequence (Q8BHY3 whole entry, looked up): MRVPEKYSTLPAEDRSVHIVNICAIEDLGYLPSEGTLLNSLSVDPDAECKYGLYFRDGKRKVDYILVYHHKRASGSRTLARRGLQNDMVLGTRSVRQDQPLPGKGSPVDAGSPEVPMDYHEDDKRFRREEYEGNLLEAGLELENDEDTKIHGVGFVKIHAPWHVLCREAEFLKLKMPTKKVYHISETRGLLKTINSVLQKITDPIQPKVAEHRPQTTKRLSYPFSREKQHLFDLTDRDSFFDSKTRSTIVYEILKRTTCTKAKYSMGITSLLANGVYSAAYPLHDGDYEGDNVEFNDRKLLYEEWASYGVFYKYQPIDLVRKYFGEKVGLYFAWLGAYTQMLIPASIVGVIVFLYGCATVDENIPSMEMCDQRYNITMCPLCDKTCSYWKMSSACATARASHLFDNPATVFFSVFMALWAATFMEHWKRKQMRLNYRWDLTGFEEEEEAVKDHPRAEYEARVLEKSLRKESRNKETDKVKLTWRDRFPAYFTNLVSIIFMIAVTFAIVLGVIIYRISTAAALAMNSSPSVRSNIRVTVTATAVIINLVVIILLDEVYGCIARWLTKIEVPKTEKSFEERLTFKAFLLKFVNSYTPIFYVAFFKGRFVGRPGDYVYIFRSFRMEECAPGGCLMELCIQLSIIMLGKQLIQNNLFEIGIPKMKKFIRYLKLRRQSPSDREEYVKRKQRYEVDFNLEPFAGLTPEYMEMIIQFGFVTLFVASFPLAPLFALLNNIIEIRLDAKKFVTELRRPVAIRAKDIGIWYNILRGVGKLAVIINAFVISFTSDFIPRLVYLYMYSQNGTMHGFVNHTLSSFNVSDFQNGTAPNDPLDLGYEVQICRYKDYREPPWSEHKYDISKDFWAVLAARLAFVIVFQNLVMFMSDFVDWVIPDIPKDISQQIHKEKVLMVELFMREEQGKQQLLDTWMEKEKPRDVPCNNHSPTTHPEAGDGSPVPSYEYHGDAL
# KCNK3 block = human KCNK3 channel inhibition, primary screen; CHO-KCNK3 thallium flux, FluxOR fluorescence; hits give low values; B-score at 10 µM; O14649; 340,000 tested, 0.84% active; AID 602410;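 active = B-score under library mean minus 4 SD, starting fluorescence ratio at most library mean plus 5 SD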;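 also: more negative B-score means stronger inhibition of thallium flux through KCNK3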
# Numbers without * were called inactive; i = inactive.
SMILES,TMEM16A act,KCNK3 block
Cc1cc2c(cc1C)NC1(C[C@H]3CCC(=O)N4CC[C@@H](C1)[C@@H]34)C(=NC(C)(C)CC(C)(C)C)N2 (stereo partly drawn),i,i
C=C1c2ccccc2O[C@H](C(=O)OCC)[C@H]1OC,i,i
CCCCC1(CC)SCC(=O)NC1=O (stereo not drawn),i,i
COc1ccccc1-c1nnc(SC(C)C(=O)NCC2CCCO2)n1C (stereo not drawn),i,i
O=C1Nc2ccc(Br)cc2/C1=C/C(=O)c1ccccc1,i,i
COc1ccccc1NS(=O)(=O)c1cccc(C(=O)N/N=C/c2ccc([N+](=O)[O-])o2)c1,i,i
C#CCOCCOCCOCCNc1nc(N2CCN(C(=O)Cn3cc(CCO)nn3)CC2)nc(N2CCN(C(=O)[C@H](CCCCN)n3cc(CC(C)O)nn3)CC2)n1 (stereo partly drawn),i,i
Cc1ccc2c(C)c(C)c(=O)n(C)c2c1,i,i
CCOC(=O)C1=CN(Cc2ccco2)S(=O)(=O)N(C)C1c1ccc2ccccc2c1 (stereo not drawn),i,i
O=S(OCCN1CCOCC1)C(c1ccccc1)c1ccccc1 (stereo not drawn),i,i
CN1C[C@@H]2[C@@H]3C(=O)N(Cc4ccccc4)C(=O)[C@@H]3[C@](C)(C1=O)N2C(=O)c1ccc(Br)cc1,i,i
O=C(Cc1cccs1)N[C@@H]1c2ccccc2CC[C@H]1OCc1ccccc1,i,i
CCCN1C(=O)/C(=C\c2nc3ccccc3c(=O)[nH]2)c2ccccc21,i,i
CCOC(=O)C1=C(COC(=O)c2ccc(Br)c(S(=O)(=O)N3CCOCC3)c2)NC(=O)NC1C (stereo not drawn),i,i
O=C(CN1CCN(C2CCS(=O)(=O)C2)CC1)N1N=C(c2ccc(Cl)cc2)CC1c1ccco1 (stereo not drawn),i,i
CC(NC(=O)c1ccccc1)C(=O)Nc1ccccc1 (stereo not drawn),i,i
COc1cc(C(=O)OCC(=O)N2CCNC2=O)cc(Cl)c1OC,i,i
CN(C)S(=O)(=O)c1ccc(NC(=O)COc2cccc3c2OC(C)(C)C3)cc1,i,i
CC1Cc2cc(/C(O)=C3/C(=O)C(=O)N(CCCn4ccnc4)C3c3ccc([N+](=O)[O-])cc3)ccc2O1 (stereo not drawn),i,i
N=c1nc2n(cc1F)C1OC(CO)C(O)C1O2 (stereo not drawn),i,i
Cc1ccc2c(CSc3nc4ccccc4c(=O)n3CCCO)cc(=O)oc2c1,i,-9.07*
CCOC(=O)C1CCN(CC(=O)Nc2cc(S(=O)(=O)N3CCCCC3)ccc2Cl)CC1,i,i
CC1(C)C(=O)Nc2ccccc2N1C(=O)COC(=O)c1ccc(NC(N)=O)cc1,i,i
Cc1ccncc1CNC(=O)c1ccccc1,i,i
O=C(c1ccccc1)c1cccc2ccccc12,i,i
# (list continues)
SMILES,TMEM16A act,KCNK3 block
O=C(O)C1CCN(Cc2oc(CO)cc(=O)c2O)C1 (stereo not drawn),i,i
O=[N+]([O-])c1cccc(Oc2ncccc2[N+](=O)[O-])c1,i,i
C[C@H](CO)N1C[C@H](C)[C@@H](CN(C)CC2CC2)Oc2c(NC(=O)C3CC3)cccc2C1=O,i,i
CCCN1/C(=C(\C#N)C2=NS(=O)(=O)c3ccccc32)N(C)c2ccccc21,i,i
O=C(NCC(c1ccco1)N1CCCCC1)c1cccc(S(=O)(=O)Nc2ccc(F)cc2)c1 (stereo not drawn),i,i
O=C1C(Cl)=C(NCCc2ccccc2)C(=O)c2ccccc21,i,-13.5*
N#Cc1ccc(CSc2ccc(S(=O)(=O)N3CCCCCC3)cn2)cc1,i,i
Cn1c(=S)c2[nH]c(SCCN)nc2n(C)c1=O,i,i
OCC1(CO)CCCC(CO)(CO)C1O,i,i
CN1CCOC1c1ccc(C2OCCN2C)cc1 (stereo not drawn),i,i
Cc1noc(C)c1S(=O)(=O)N1CCN(c2ccccc2Cl)CC1,i,i
Cc1ccc(C(=O)OCC(=O)NC2CCCCCC2)c(C)c1,i,i
CC1CCCN(CC(O)CN2CCN(CC(O)CN3CCCC(C)C3)C(C)C2)C1 (stereo not drawn),i,i
O=C(COC(=O)c1cc[n+]([O-])cc1)Nc1ccc([N+](=O)[O-])cc1C(F)(F)F,i,i
O=C(CC1CCCC1)N1CCN(S(=O)(=O)c2cccc(F)c2)CC1,i,i
COc1ccc(C(=O)OCC(=O)N2CCc3ccccc32)cc1S(=O)(=O)N1CCOCC1,i,i
O=[N+]([O-])c1ccc(N=NNc2ccc([N+](=O)[O-])cc2)cc1,i,i
O=C1CCCc2c1oc1c2CCCC1,i,i
O=C(CC1Sc2ccccc2NC1=O)NNc1cc(Cl)ccc1Cl (stereo not drawn),i,i
Cc1ccc(CN2C(=O)C[C@@H](NC(=O)OCC3c4ccccc4-c4ccccc43)C/C=C\C2c2ccc(C)cc2)cc1 (stereo partly drawn),i,i
O=C(O)C1C(c2ccccc2)c2ccccc2C(O)C1CO (stereo not drawn),i,i
C=C1CC(COc2cc(=O)oc3ccccc23)(c2ccccc2)OC1=O (stereo not drawn),i,i
CC(=O)Nc1ccc(S(=O)(=O)Nc2cc(S(=O)(=O)N3CCCCC3)ccc2O)cc1,i,i
C=Cc1cc2c(cc1O)CCC1C2CCC2(C)C(O)CCC12 (stereo not drawn),i,i
CN(C)C(CNC(=O)c1cccc(S(=O)(=O)N2CCN(c3ccccc3)CC2)c1)c1ccccc1 (stereo not drawn),i,i

# Among those listed so far, these contain a cyano group.
SMILES,TMEM16A act,KCNK3 block
CCCN1/C(=C(\C#N)C2=NS(=O)(=O)c3ccccc32)N(C)c2ccccc21,i,i
N#Cc1ccc(CSc2ccc(S(=O)(=O)N3CCCCCC3)cn2)cc1,i,i

# The main list resumes with the 5 entries that preceded the break.
SMILES,TMEM16A act,KCNK3 block
O=C(O)C1C(c2ccccc2)c2ccccc2C(O)C1CO (stereo not drawn),i,i
C=C1CC(COc2cc(=O)oc3ccccc23)(c2ccccc2)OC1=O (stereo not drawn),i,i
CC(=O)Nc1ccc(S(=O)(=O)Nc2cc(S(=O)(=O)N3CCCCC3)ccc2O)cc1,i,i
C=Cc1cc2c(cc1O)CCC1C2CCC2(C)C(O)CCC12 (stereo not drawn),i,i
CN(C)C(CNC(=O)c1cccc(S(=O)(=O)N2CCN(c3ccccc3)CC2)c1)c1ccccc1 (stereo not drawn),i,i
N#Cc1ccccc1OCc1cccc(S(=O)(=O)N2CCOCC2)c1,i,i
Cc1c(Cl)cnc(NC(=O)CSc2nnc3ccccn23)c1Cl,i,i
CC1(C)CC[C@]2(C(=O)n3ccnc3)CC[C@]3(C)[C@H](C(=O)C=C4[C@@]5(C)C=C(C#N)C(=O)C(C)(C)[C@@H]5CC[C@]43C)[C@@H]2C1,-15.5*,i
O=C(c1ccc(-c2ccccc2)cc1)N1CCN(Cc2ccccn2)CC1,i,i
Cc1cccc2sc(NC(=O)Cn3c(C)csc3=O)nc12,i,i
O=C(Nc1ccccc1)OCCc1ccccn1,i,i
O=C(Nc1c(Br)cc2c(c1Br)Cc1ccccc1-2)C(Cl)Cl,i,i
CCN(CC(=O)Nc1c(F)cccc1F)C(=O)c1ccc(OCC(=O)N2CCOCC2)c(OC)c1,i,i
[O-]/[N+](=N\Nc1ccc(Cl)cc1)c1ccccc1,i,i
COc1ccc(NC(=O)N(C)C[C@H]2Oc3ccc(NS(=O)(=O)c4ccccc4)cc3C(=O)N([C@H](C)CO)C[C@@H]2C)cc1,i,i
COc1ccc(NS(=O)(=O)c2cccc(C(=O)NCC(c3ccc(OC)cc3)N3CCCCC3)c2)cc1 (stereo not drawn),i,i
CC(C)Cn1c(SCC(=O)N2CCOCC2)nc2ccccc2c1=O,i,i
CCOC(=O)C1CCCN(C(=O)c2ccc(Cl)c(S(=O)(=O)N3CCc4ccccc43)c2)C1 (stereo not drawn),i,i
Cc1ccc(NS(=O)(=O)N2CCCCC2)cc1,i,i
CC(C)Cc1nnc(N)s1,i,i
Cc1ccc(C)n1-c1ccc(-c2ccnc(N)n2)cc1,i,i
C[C@H](CO)N1C[C@H](C)[C@@H](CN(C)S(=O)(=O)c2ccc(F)cc2)Oc2ccc(NC(=O)c3ccncc3)cc2C1=O,i,i
COc1ccc(C(OC(=O)c2ccco2)C(=O)NC(C)(C)C)cc1OC (stereo not drawn),i,i
Cn1c(N)c(C(=O)COC(=O)c2cc(S(=O)(=O)NCc3ccccc3)ccc2O)c(=O)n(C)c1=O,i,i
N#CCCN(C(=O)COC(=O)c1cc2ccccc2oc1=O)c1ccccc1,i,i
CCOC(=O)[C@@H](C)N(C(=O)OC(C)(C)C)S(=O)(=O)N(Cc1ccccc1)[C@H](C(=O)OC)C(C)C,i,i
CCN(CC)S(=O)(=O)c1ccc(NC(=O)COC(=O)CNC(=O)C2CCCCC2)cc1,i,i
OC1CCCC1NCc1ccnc2cc(Cl)ccc12 (stereo not drawn),i,i
CN1CCN(C(=O)/C(C#N)=C/c2ccc(OC(F)F)cc2)CC1,i,i
CC(=NNC(=O)c1ccncc1)c1cccc(Cl)c1,i,i
# Next compounds follow.
SMILES,TMEM16A act,KCNK3 block
Cc1ccc(C(C(=O)NCc2ccco2)N(CCc2ccccc2)C(=O)Cn2nnc3ccccc32)o1 (stereo not drawn),i,i
O=C(O)C1=NN(c2cc(Cl)c(S(=O)(=O)O)cc2Cl)C(=O)C1,i,i
CC1CCN(C(=O)COC(=O)c2c[nH]c3ccccc23)CC1,i,i
CCOC(=O)C(C(=O)Cc1ccccc1)c1ccccc1 (stereo not drawn),i,i
CCOc1ccc(OCC)c(NC(=O)C2CCCN(S(=O)(=O)c3cccs3)C2)c1 (stereo not drawn),i,i
O=C1CCC[C@@H]2C[C@@]3(C[C@@H]4CCN1[C@H]24)Nc1cc(Cl)ccc1NC3=NCc1ccccc1,i,i
CC1(C(=O)OCC(=O)Nc2cc(S(=O)(=O)N3CCOCC3)ccc2Cl)CC1(Cl)Cl (stereo not drawn),i,i
O=C(O)CCc1ccc(S(=O)(=O)Nc2cc(C(F)(F)F)ccc2N2CCCC2)cc1,i,i
COc1cccc2c1C(=N)c1c(O)c3c(c(O)c1C2=O)CC(O)(C(C)=O)CC3OC1CC(N)C(O)C(C)O1 (stereo not drawn),i,i
O=c1c(=NNc2ccccc2Cl)c(=O)c2ccccc12,i,i
Cc1ccsc1C(=O)N(C)CC(=O)Nc1ccccc1Br,i,i
CC(=O)C1(O)C(C)CC2C3CC(F)C4(O)CC(O)CCC4(C)C3CCC21C (stereo not drawn),i,i
O=C(C1CC1)N1CCc2cc(Br)c(S(=O)(=O)N3CCCCCC3)cc21,i,i
O=C(CN1C(=O)c2ccccc2C1=O)NC(Cc1ccccc1)C(=O)O (stereo not drawn),i,i
C/C(C/C(C)=C1/SC(=S)NC1=O)=C1\SC(=S)NC1=O,i,i
COc1ccc(-c2csc(C(C#N)=C(O)CSc3nccn3C)n2)cc1OC,i,i
c1ccc2c(c1)nc1n2C2(N3CCOCC3)CCCC2C1N1CCOCC1 (stereo not drawn),i,i
COc1cc2c3c(n(C)c(=O)c2cc1OC)-c1cc2c(cc1C3=O)OCO2,i,i
CCOC(=O)/C(C#N)=C1/C(=O)N(Cc2ccccc2)c2ccccc21,i,i
O=S(=O)(CC(O)(c1ccccc1)c1ccccc1)CC(O)(c1ccccc1)c1ccccc1,i,i
O=[N+]([O-])c1ccc(NN=Cc2ccc(O)cc2O)nc1,i,i
Nc1c(Cl)cc(N=Nc2ccccc2)cc1Cl,i,i
CCOc1ccc(NS(=O)(=O)c2cccc(C(=O)NCC3(N(C)C)CCCCC3)c2)cc1,i,i
CCCCc1ccc(NC(=O)CN2C(=O)NC(Cc3ccccc3)C2=O)cc1 (stereo not drawn),i,i
O=c1cc(Br)c(O)c(Br)cc1Br,i,i
# More entries:
SMILES,TMEM16A act,KCNK3 block
CCc1nc2ccccc2c(C(=O)OCC(=O)N(CCOC)c2c(N)n(Cc3ccccc3)c(=O)[nH]c2=O)c1C,i,i
COC(=O)c1ccc(C)cc1,i,i
CN(C)CCCn1c2c3ccccc3ccc2c2oc(=O)c3ccccc3c21,i,i
COc1ccc(S(=O)(=O)N2CCN(Cc3cc4c(cc3Br)OCCO4)CC2)cc1,i,i
Cc1cccc(NC(=O)CN(C)C(=O)/C=C/c2ccccc2)c1C,i,i
NC(=O)C1(N2CCCCC2)CCN(C(=S)Nc2ccc(Cl)cc2)CC1,i,i
Cc1cccc2c1CCCC2=O,i,i
CC(C)(C)CC(C)(C)SSc1n[nH]c(=S)s1,i,i
O=C(COC(=O)c1ccc(NS(=O)(=O)c2cccs2)cc1)Nc1nc2c(F)c(F)c(F)cc2s1,i,i
COc1cc(/C=C/C(C)=NNc2ccccc2)ccc1O,i,i
COCCN(C(=O)CSc1nnc(-c2ccncc2)n1C)c1c(N)n(CC(C)C)c(=O)[nH]c1=O,i,i
Nn1c(SCC(=O)NCC2CCCO2)nnc1-c1cc(Cl)ccc1Cl (stereo not drawn),i,i
OCC1OC(n2ccc3c(SCc4ccccc4)ncnc32)C(O)C1O (stereo not drawn),i,i
Cc1ccc(S(=O)(=O)N2CCOCC2)cc1C(=O)NCc1ccccn1,i,i
CN1CCc2c(n(CC(O)CN3C(=O)c4ccccc4S3(=O)=O)c3ccccc23)C1=O (stereo not drawn),i,i
Cc1cc(C)c2c(=O)[nH][nH]c2n1,i,i

# Full records from above.
# COCCN(C(=O)CSc1nnc(-c2ccncc2)n1C)c1c(N)n(CC(C)C)c(=O)[nH]c1=O across the screens: TMEM16A act = i; KCNK3 block = i
# Cc1cccc(NC(=O)CN(C)C(=O)/C=C/c2ccccc2)c1C across the screens: TMEM16A act = i; KCNK3 block = i

# Five entries picked at random from those above:
SMILES,TMEM16A act,KCNK3 block
COCCN(C(=O)CSc1nnc(-c2ccncc2)n1C)c1c(N)n(CC(C)C)c(=O)[nH]c1=O,i,i
CC(C)(C)CC(C)(C)SSc1n[nH]c(=S)s1,i,i
CN(C)CCCn1c2c3ccccc3ccc2c2oc(=O)c3ccccc3c21,i,i
Cc1ccc(S(=O)(=O)N2CCOCC2)cc1C(=O)NCc1ccccn1,i,i
CN1CCc2c(n(CC(O)CN3C(=O)c4ccccc4S3(=O)=O)c3ccccc23)C1=O (stereo not drawn),i,i

# A portion of the library; rates above refer to the full screens.
